# Jurkat NFkB inh = lowers PMA/ionomycin-induced NF-kB signal in Jurkat cells. inhibition, % at 4 µM. AID 435003. PMA/ionomycin-induced NF-kB luciferase reporter, luminescence. 330,000 compounds, 0.53% hits; in the data active = inhibition above about 50%
# Gli-Sufu antag = blocks Gli-Sufu signaling in a luciferase reporter; Sufu-KO-LIGHT fibroblasts, Gli luciferase reporter luminescence; inhibition, % at 5 µM; 340,000 compounds, 0.74% hits;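 active = inhibition above about 55%, limit read from the data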;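 note: 0% = DMSO-treated cells and 100% = wells with medium but no cells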
# Mdm2-MdmX inh = human Mdm2/MdmX binding inhibition; inhibition, % at 8 µM; SaOS-2 split-luciferase Mdm2/MdmX complementation, luminescence; O15151+Q00987; 330,000 compounds, 3% hits;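 active = inhibition of at least 50% at 8 µM in the primary screen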
# 697 NFkB inh = inhibitors of the PMA/ionomycin-induced NF-kB reporter in 697 B cells | 697 B-cell NF-kB luciferase reporter, 16 h | inhibition, % at 4 µM | 330,000 compounds, 0.33% hits | AID 435022; in the data active = inhibition above about 35%
# CHOP UPR activ = apoptotic UPR (CHOP) activation | activation, % at 10 µM | AID 449763 | 330,000 compounds, 0.34% hits | CHO-CHOP luciferase reporter, luminescence; percent of tunicamycin response over DMSO baseline;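 active = at 10 µM dose, activation of 40% or more, normalized to positive control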;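 note: 100% = tunicamycin at 10 µg/mL and 0% = DMSO alone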
#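 Assay system: CHO-CHOP cells, stable luciferase reporter of PERK-eIF2a-CHOP signalling / Buffer or medium: F12 plus 10% serum / Compound dosing: one dose, 10 µM in 0.5% DMSO / Times: 6 h compound treatment, 37 °C / Technique: luciferase luminescence / Read-out: % reporter activation, DMSO baseline versus tunicamycin full activation / Benchmarks: tunicamycin and DMSO controls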
# CCR6 antagonist = antagonists of human CCR6 receptor | 340,000 compounds, 0.49% hits | CHO-K1 CCR6 PathHunter beta-arrestin, luminescence, CCL20-stimulated | P51684 | inhibition, % at 20 µM;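 active = compounds whose inhibition of the agonist-driven luminescence signal at 20 µM reaches about 50%, limit read from the data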;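 note: cells stimulated with CCL20 at 14 nM final; plate controls were DMSO with CCL20 for no effect and DMSO without agonist for full effect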
# Target sequence (P51684 whole entry, looked up): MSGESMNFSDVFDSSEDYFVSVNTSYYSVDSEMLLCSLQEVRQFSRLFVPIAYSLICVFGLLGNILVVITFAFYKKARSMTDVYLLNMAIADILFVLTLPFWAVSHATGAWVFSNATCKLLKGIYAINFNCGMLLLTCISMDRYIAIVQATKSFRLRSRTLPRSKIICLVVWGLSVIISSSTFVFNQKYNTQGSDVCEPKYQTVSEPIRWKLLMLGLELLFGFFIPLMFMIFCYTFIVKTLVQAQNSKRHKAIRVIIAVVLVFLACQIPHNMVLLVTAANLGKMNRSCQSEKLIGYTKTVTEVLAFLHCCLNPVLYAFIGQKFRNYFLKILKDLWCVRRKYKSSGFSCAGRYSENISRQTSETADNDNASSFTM
# EBI2 block = blocks human EBI2 receptor beta-arrestin signaling | P32249 | EBI2 beta-arrestin recruitment, luminescence, 7a,25-OHC stimulated | inhibition, % at 5 µM | 360,000 compounds, 0.81% hits; in the data active = inhibition above about 38%;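 note: enzyme fragment complementation signal reports receptor beta-arrestin coupling in cells; 0% = agonist plus DMSO wells and 100% = wells without agonist; some results beyond the cut were filed as inactive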
# UPR XBP1 act = activators of adaptive arm of unfolded protein response (XBP1) | CHO-XBP1 luciferase reporter, IRE1-XBP1 UPR activation, luminescence; percent of tunicamycin response, DMSO as zero | activation, % at 20 µM | 330,000 compounds, 0.33% hits | AID 463104;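 active = versus positive control, 20 µM dose yields 30% or more activation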;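 note: 100% = tunicamycin at 10 µg/mL and 0% = DMSO only wells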
#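 assay system = CHO-XBP1 luciferase reporter cells | amount = 1000 cells/well | buffer or medium = F12 plus 10% FBS | compound dosing = single point, 20 µM final compound, 1% DMSO | incubation = 16-18 h cell attachment at 37 °C, then 6 h compound exposure | detection = Steady-Glo luminescence read | controls = tunicamycin 10 µg/mL and vehicle-only wells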
# CXCR6 block = blocks human CXCR6 beta-arrestin recruitment | O00574 | CHO-K1 PathHunter CXCR6 beta-arrestin, luminescence | inhibition, % at 20 µM | 360,000 compounds, 0.36% hits | AID 602244; in the data active = inhibition above about 34%, passing the limit was not always enough;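 note: antagonist mode with CXCL16 agonist at 10 nM final; 0% = 10 nM CXCL16 with DMSO and 100% = unstimulated wells without agonist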
# Target sequence (O00574 whole entry, looked up): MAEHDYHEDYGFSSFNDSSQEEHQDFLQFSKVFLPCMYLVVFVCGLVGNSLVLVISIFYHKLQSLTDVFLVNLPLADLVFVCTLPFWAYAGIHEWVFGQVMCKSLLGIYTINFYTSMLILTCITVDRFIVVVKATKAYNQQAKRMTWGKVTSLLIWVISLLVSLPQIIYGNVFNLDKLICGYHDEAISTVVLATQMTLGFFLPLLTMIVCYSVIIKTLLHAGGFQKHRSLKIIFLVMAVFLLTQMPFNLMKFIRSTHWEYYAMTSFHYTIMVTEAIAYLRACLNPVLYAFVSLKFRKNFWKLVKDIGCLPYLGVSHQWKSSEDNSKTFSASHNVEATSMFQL
# Starred values were filed as active, the others as inactive; . = not tested or not shown.
# The opening 3 entries, ahead of the listing:
SMILES,Jurkat NFkB inh,Gli-Sufu antag,Mdm2-MdmX inh,697 NFkB inh,CHOP UPR activ,CCR6 antagonist,EBI2 block,UPR XBP1 act,CXCR6 block
COc1ccc(/C=C/C(=O)Nc2ccncc2)cc1OC,-8,-16,24,-3,0.3,4,4,0,-9
O=C(O)CCC(=O)NCc1ccc(C(=O)O)cc1,-10,-3,8,-7,0.5,-1,-14,0,-6
O=S(=O)(c1cccc(-c2csc(-c3cccnc3)n2)c1)N1CCOCC1,2,-8,7,4,1.6,10,17,0,4

# The listing (from the top)
SMILES,Jurkat NFkB inh,Gli-Sufu antag,Mdm2-MdmX inh,697 NFkB inh,CHOP UPR activ,CCR6 antagonist,EBI2 block,UPR XBP1 act,CXCR6 block
COc1ccc(/C=C/C(=O)Nc2ccncc2)cc1OC,-8,-16,24,-3,0.3,4,4,0,-9
O=C(O)CCC(=O)NCc1ccc(C(=O)O)cc1,-10,-3,8,-7,0.5,-1,-14,0,-6
O=S(=O)(c1cccc(-c2csc(-c3cccnc3)n2)c1)N1CCOCC1,2,-8,7,4,1.6,10,17,0,4
Cn1cc(CN2CCC(Oc3ccc(C(=O)N4CCCCC4)cc3)CC2)cn1,13,5,16,13,-1.1,16,3,-3,-2
COc1ccc(NC(=O)c2ccc3c(c2)n(C)c(=O)n3C)cc1,-5,2,52*,14,0.7,-6,-5,1,2
COc1ccc(-c2sc3cc4c(cc3c2-c2ccc(OCCN3CCOCC3)cc2)OCO4)cc1,-26,-1,17,-18,2.4,3,32,-3,8
CC(=O)c1c(C)[nH]c(C(=O)Nc2ccccc2N2CCOCC2)c1C,-1,8,-5,17,0.4,9,6,1,-6
CCOC(=O)C1=C(N)OC2=C(C(=O)CC(C)(C)C2)C1c1ccoc1 (stereo unspecified),6,3,0,19,0.7,-8,-3,-2,-1
CN(c1ccc(C(=O)NCc2cccs2)cc1)S(=O)(=O)c1ccccc1,16,-5,12,4,-1.7,12,20,1,-3
CCOc1c(Cl)cc(C(=O)Nc2ccccc2-c2ccccc2)cc1Cl,-5,15,18,18,-0.5,25,17,3,7
O=C1CSCN1c1ccc(Cl)c(Cl)c1,-11,-4,-6,-14,-1.8,-2,-9,1,-1
CCCCc1nnc(NC(=O)c2ccc(N3CCCC3=O)cc2)s1,6,-12,-40,-25,3.3,4,-3,0,-16
Cc1ccc(-c2csc(NC(=S)NC(=O)c3ccco3)n2)cc1,-11,-10,0,-34,2.6,29,4,-1,10
CC(OC(=O)c1cccc([N+](=O)[O-])c1)C(=O)NCc1ccc2c(c1)OCO2 (stereo unspecified),3,-26,12,0,1.3,7,-10,-3,-13
O=C(N1CCc2cc(S(=O)(=O)NC[C@H]3O[C@@H](n4ccc(=O)[nH]c4=O)[C@H](O)[C@@H]3O)ccc2C1)C(F)(F)F,.,2,.,.,.,4,0,.,7
Cc1ccc(S(=O)(=O)N(C)C[C@@H]2Oc3c(NS(C)(=O)=O)cccc3C(=O)N([C@H](C)CO)C[C@@H]2C)cc1,5,8,-30,14,2.1,-1,-7,-1,-1
CC(=O)N1CCc2cc(S(=O)(=O)N3CCCCC3C)ccc21 (stereo unspecified),-8,4,28,2,0.8,7,-2,-7,-6
CC1(C)CC(=O)C2=C(C1)N(Cc1cccnc1)C(=O)C2(NC(=O)c1ccc(F)cc1)C(F)(F)F (stereo unspecified),2,-1,-10,-2,-1.1,-6,-15,-1,-4
C[C@@H]1NS(=O)(=O)[C@H]2C[C@@H]3C=C[C@]2(O3)[C@H]1OC(=O)c1ccc(C(C)(C)C)cc1,-4,9,19,16,-0.2,0,-11,-1,-6
CC(NC(=O)c1cccs1)c1n[nH]c(=S)n1C (stereo unspecified),3,4,-21,-12,8.2,-2,-18,3,-11
COCCCNC(=O)c1cc(S(=O)(=O)NCCCN2CCCC2=O)ccc1Cl,-4,-3,6,8,-1.0,1,-7,0,4
Cc1ccc(C(=O)Nc2ccc3c(c2)OCCO3)cc1,-48,-9,-7,-221,-8.7,14,-6,-11,-3
O=C(COC(=O)CC12CC3CC(CC(Br)(C3)C1)C2)NC(=O)NCc1ccco1,1,-5,-6,-15,-1.8,-4,18,-3,-3
CC(C)(C)n1ncc2c(=O)n(CC(=O)NCc3ccc(F)cc3)cnc21,-22,8,6,-125,-1.1,-29,8,-9,3
c1ccc2[nH]c(CCCc3nc4ccccc4[nH]3)nc2c1,8,3,-3,14,0.7,2,6,-3,11
Cc1cc2oc3c(c(=O)c2cc1C)C(c1ccc(F)cc1)N(CCCN1CCOCC1)C3=O (stereo unspecified),6,-2,8,19,2.6,1,2,-1,2
COCCCN(C(=O)C1CCC1)c1c(N)n(Cc2ccccc2)c(=O)[nH]c1=O,-2,-5,-14,8,-0.7,2,-2,-3,-19
O=C(CSC1CS(=O)(=O)c2cc([N+](=O)[O-])ccc21)NNC(=O)c1ccccc1 (stereo unspecified),11,6,36,21,0.0,-7,-12,1,-16
Cc1ccc(C(=O)Nc2c(C(=O)NCc3ccco3)cnn2-c2ccccc2)cc1,3,2,15,5,2.6,-1,8,-2,-1
COc1ccc2oc(=O)c(C(=O)NCc3ccccn3)cc2c1,7,19,16,18,0.1,12,-3,-2,0

# Complete entries from above. Values in the order: Jurkat NFkB inh, Gli-Sufu antag, Mdm2-MdmX inh, 697 NFkB inh, CHOP UPR activ, CCR6 antagonist, EBI2 block, UPR XBP1 act, CXCR6 block
# `O=C(CSC1CS(=O)(=O)c2cc([N+](=O)[O-])ccc21)NNC(=O)c1ccccc1` (stereo unspecified) in the list: 11, 6, 36, 21, 0.0, -7, -12, 1, -16
# `COCCCNC(=O)c1cc(S(=O)(=O)NCCCN2CCCC2=O)ccc1Cl` in the list: -4, -3, 6, 8, -1.0, 1, -7, 0, 4
# `COCCCN(C(=O)C1CCC1)c1c(N)n(Cc2ccccc2)c(=O)[nH]c1=O` in the list: -2, -5, -14, 8, -0.7, 2, -2, -3, -19
# `O=C(COC(=O)CC12CC3CC(CC(Br)(C3)C1)C2)NC(=O)NCc1ccco1` in the list: 1, -5, -6, -15, -1.8, -4, 18, -3, -3
# `CC1(C)CC(=O)C2=C(C1)N(Cc1cccnc1)C(=O)C2(NC(=O)c1ccc(F)cc1)C(F)(F)F` (stereo unspecified) in the list: 2, -1, -10, -2, -1.1, -6, -15, -1, -4

# Continuation:
SMILES,Jurkat NFkB inh,Gli-Sufu antag,Mdm2-MdmX inh,697 NFkB inh,CHOP UPR activ,CCR6 antagonist,EBI2 block,UPR XBP1 act,CXCR6 block
COc1ccc(Cn2ccnc2SCC(=O)Nc2ccccc2OC)cc1,-2,-2,17,4,2.1,16,3,-3,-7
Cc1cccc(NC(=S)NC(=O)CCc2ccccc2)c1,-4,12,24,-5,0.0,-35,15,-1,-19
CCCc1ccc(/C=C2\C(=O)c3ccccc3C(O)=C2C(=O)OCC)cc1,-1,.,15,-25,11,.,.,4,.
CCC(=O)N(C)CCc1cc2c(c(OC)c1/C=N/NC(=O)c1ccncc1)OCO2,-11,49,9,-6,1.2,0,1,-1,8
COC(=O)/C(=C/c1ccco1)NC(=O)c1ccccc1,-4,-10,-21,2,-0.7,1,3,0,2
O=C(CSc1n[nH]c(=O)n1C1CC1)Nc1ccc(Cl)c(Cl)c1,4,-5,7,0,0.7,6,2,-2,-4
O=C(COc1ccc(Br)cc1F)NC1CC1,-13,-6,-57,-3,0.1,7,-7,-1,-2
C=CCNC(=O)NC(=O)COC(=O)/C=C/c1cccc([N+](=O)[O-])c1,-2,3,21,20,1.2,-3,-5,1,3
Cc1ccc(NC(=O)c2cccc(S(=O)(=O)N3CCCc4ccccc43)c2)nc1,3,-3,2,-17,0.4,22,17,-3,3
COc1ccc(NC(=O)CN(C)C(=O)c2ccc(S(=O)(=O)Nc3ccccc3F)cc2)cc1,-4,-1,-3,12,-0.5,8,3,-3,0
c1ccc2nc3c(cc2c1)CCCCC3,-7,-14,-5,6,4.8,0,-6,1,1
COc1ccc(-c2[nH]ncc2CN2CCC(OCc3ccccc3)CC2)c(F)c1,-7,26,-4,-15,0.4,10,6,-2,10
CC(NC(=O)CN1CCCC1)c1ccccc1 (stereo unspecified),-9,3,24,-9,-1.0,6,-9,-3,-1
O=C1CC(N2CCN(c3ccccn3)CC2)C(=O)N1c1ccc(Cl)cc1 (stereo unspecified),3,5,6,-5,-0.2,17,-8,1,-2
O=C1C=C(O)c2c(O)cccc2C1=O,2,.,0,13,-2.3,.,.,2,.
CCn1c(SCC(=O)NC2CCCC2)nnc1-c1ccoc1C,-17,-9,9,6,3.0,3,5,-3,-4
CC(=O)Nc1ccc(S(=O)(=O)NC2=NCN(c3cccc([N+](=O)[O-])c3)CN2)cc1,-24,15,-43,1,1.0,4,-5,-4,-3
CCNC(=O)NC(=O)CSc1ccccc1F,15,-11,-13,6,-0.8,2,-14,-2,3
Cc1ccc(CSc2ccc3nnc(-c4ccccn4)n3n2)cc1,16,3,-1,-7,1.0,5,5,-1,12
O=c1c2ccccc2nnn1CSc1nc2ccccc2c(=O)n1Cc1ccco1,11,46,37,-33,0.8,9,-60,-3,-3
COC(=O)c1ccc(NC(=S)NCCc2ccccc2)cc1,7,-3,0,-15,-0.8,7,26,-3,-1
CCCC(=O)Nc1cc(-c2nc3ncccc3o2)ccc1C,2,-24,16,8,0.8,8,6,-4,1
COc1ccc(C(=O)OCC(=O)N2CCN(S(=O)(=O)c3ccc(C)cc3)CC2)cc1[N+](=O)[O-],.,8,.,.,.,15,8,.,-1

# Compound activity deposited in PubChem by Sanford-Burnham Center for Chemical Genomics.
